Screens (PubChem)
ERK EGF inh: blocks ERK signaling stimulated by EGF; Potency, µM (titrated, usually from 11.5 µM), inactives show at the top dose activity change, negative = inhibition, actives largely listed as inhibitors; 130,000 tested, 0.41% active; HEK293-V1b, EGF-stimulated phospho-ERK AlphaScreen; active means well fitted inhibition curve with a large enough effect; inconclusive means small, poorly fitted or top-dose-only effect, or effect the other way;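 further: plate controls were stimulated vehicle wells for no effect and unstimulated vehicle basal for full effect; nearly all actives have a fitted effect of over 55% in size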
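HEK293 cells stably expressing V1b receptor, serum-reduced (1% FBS) overnight, got compound for 30 min at 37C, then 25 nM EGF for 5 min. Lysate phospho-ERK read by AlphaScreen SureFire; AC50 from Hill fits.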
Starred values were filed as active, the others as inactive; u = inconclusive; [ ] = dose if it differs, or a comment. Potency means the concentration at half of the fitted maximal effect. An excerpt. The share of hits here may be higher or lower than overall.

Structure,ERK EGF inh
COC(=O)CN1C(=O)N/C(=C/c2ccccc2OC)C1=O,2%
O=C(/C=C(\O)c1ccccc1)c1ccccc1O,-3%
O=C(Cn1cc([N+](=O)[O-])cn1)NCc1cc2ccccc2[nH]1,12%
CC(Nc1ccc(N2CCOCC2)cc1)C(=O)N1c2ccccc2CC1C (stereo unspecified),-3%[57.5 µM]
Cc1cc(CNC(=O)[C@@H]2C[C@H]2[C@@H](NP(=O)(c2ccccc2)c2ccccc2)c2ccccc2)nn1C,19%
O=C(CN1CCN(Cc2ccccc2)CC1)N1N=CCC1c1ccccc1 (stereo unspecified),-4%
CC1=NOC(=O)/C1=C\c1ccc(-c2ccc(Br)cc2C(=O)O)o1,-17%
COc1cc(NC(=O)c2cccnc2)ccc1-c1cc2ccccc2oc1=O,3%
CC(C)CN1CN(Cc2ccco2)CNC1=S,10%
CSCCC(NS(=O)(=O)c1ccc(C)cc1)C(=O)NC1CCCCC1 (stereo unspecified),1%
CCOC(=O)c1ccc(NC(=S)N2CCSC2c2ccc(OC)cc2)cc1 (stereo unspecified),-3%
CCOc1ccc(N=c2scc(-c3ccc(OC)cc3)n2CCO)cc1,6%
O=[N+]([O-])c1nn(-c2ccccc2)n(O)c1=NCCc1ccccc1,u
O=C(/C=C/c1ccc(Cl)c(Cl)c1)NC1=NCCS1,-9%
COc1ccc(C(=O)Nc2ccccc2-c2nnn(CC(=O)N3CCOCC3)n2)cc1,-1%
CC[C@@H]1CC=C[C@H]2[C@H]1C(=O)N(Cc1ccccc1)[C@H]2c1ccc(C(F)(F)F)cc1,-3%[57.5 µM]
Cc1nn(CC(=O)Nc2ccc3c(c2)OCO3)c(C)c1[N+](=O)[O-],-4%
Cc1nc(N2CCN(c3ccccn3)CC2)c2c(C)c(C(=O)Nc3ccc(F)cc3F)sc2n1,9%
CC1CCCC(C)N1C(=O)COc1ccc(F)cc1 (stereo unspecified),-9%
COc1ccc(CNC[C@@H](CCCCN(C)Cc2ccc(OC)cc2)N2C[C@H](c3ccccc3)N(CCc3ccc(Cl)c(Cl)c3)C(=O)C2=O)cc1,u
CCOc1cc(OCC)cc(C(=O)Nc2cccc(C(C)=O)c2)c1,-8%
Cc1ccccc1NC(=O)c1snc2c(=O)[nH]cnc12,9%
O=C1CCCCN1CCc1c[nH]c2ccccc12,-2%
CSCCC(NC(=O)c1ccccc1Br)C(=O)NCC1CCCCC1 (stereo unspecified),-11%
COc1ccc(-c2csc(NS(=O)(=O)c3ccc([N+](=O)[O-])cc3)n2)cc1,4%

Sorted by the number under ERK EGF inh (low to high): some entries from above.
Structure,ERK EGF inh
O=C(/C=C(\O)c1ccccc1)c1ccccc1O,-3%
O=C1CCCCN1CCc1c[nH]c2ccccc12,-2%
COc1ccc(C(=O)Nc2ccccc2-c2nnn(CC(=O)N3CCOCC3)n2)cc1,-1%

Returning to the listing with the 3 entries that preceded the break.
Structure,ERK EGF inh
O=C1CCCCN1CCc1c[nH]c2ccccc12,-2%
CSCCC(NC(=O)c1ccccc1Br)C(=O)NCC1CCCCC1 (stereo unspecified),-11%
COc1ccc(-c2csc(NS(=O)(=O)c3ccc([N+](=O)[O-])cc3)n2)cc1,4%
COc1cccc(NC(=O)CSc2nnc(Cn3nnc4ccccc43)n2C)c1,7%
CCOc1c(Nc2ccc(C(C)C)cc2)c(=O)c1=O,-3%[57.5 µM]
Cc1ccccc1NC(=O)Nc1nnc(CC(=O)NCc2ccccc2)s1,4%
COC(=O)Cn1c(=NC(=O)c2ccc(OC)cc2)sc2cc(OC)ccc21,-4%
NS(=O)(=O)c1ccc(N2C(=O)C3C4CC(C(Br)C4Br)C3C2=O)cc1 (stereo unspecified),5%
C[C@@](N)(C(=O)O)c1cccc(CC(=O)O)c1,-6%
COc1ccccc1N1CCN(C(c2ccc(N(C)C)cc2)c2nnnn2CCc2ccccc2)CC1 (stereo unspecified),u
CCOc1ccc(NC(=S)N(CCc2c(C)[nH]c3ccc(C)cc23)Cc2cccnc2)cc1,-4%
Cc1c(NC(=O)C(C)OC(=O)c2cccc(S(=O)(=O)N3CCOCC3)c2)c(=O)n(-c2ccccc2)n1C (stereo unspecified),2%[57.5 µM]
Cc1ccc(OCCNC(=O)/C=C/c2ccccc2)cc1C,4%
C=CCn1c(SCc2cc(=O)n3ccsc3n2)nc2ccccc2c1=O,8%
COc1ccc(OC)c(/C=N/NC(=O)CCc2ccc(O)c(O)c2)c1,-3%
CCc1cccc2c(C(=O)CSc3nncn3-c3ccc(OC)cc3)c[nH]c12,3%
CC(C)(C)C(=O)CSc1ncnc2sc3c(c12)CCC3,5%
Cc1nn(C2CCS(=O)(=O)C2)c(Cl)c1/C=C/C(=O)OCC(=O)N(C)C (stereo unspecified),-7%[57.5 µM]
C=CCn1c(SCC(=O)NC2CCS(=O)(=O)C2)nnc1-c1cc2c(s1)CCC(CC)C2 (stereo unspecified),9%
COC(=O)c1cc(NC(=O)c2cccs2)ccc1N1CCOCC1,-3%
COc1c(-c2ccc(O)c(O)c2)oc2cc(O)cc(O)c2c1=O,-6%
Cc1[nH]c(=S)[nH]c(=O)c1Cc1ccc(OCC(C)C)cc1,-13%
Fc1ccc(OCCOCCOc2cccc3[nH]ccc23)cc1,u
O=C(COC(=O)c1ccccc1Br)NCCc1ccc(F)cc1,-2%
C=CCC(C)(O)C(=O)OCC (stereo unspecified),-7%
CC(C)(C)c1ccc(C(=O)NCCCN2CCN(CCCNC(=O)c3ccc(C(C)(C)C)cc3)CC2)cc1,u
CCc1ccc2nc(SCC(=O)Nc3ccccc3N3CCOCC3)c(C#N)cc2c1,-5%[57.5 µM]
COCCNc1nnc(SCC(=O)Nc2sc3c(c2C(=O)c2ccccc2)CCCC3)s1,-3%
Oc1ccc(C(c2nnnn2CCc2ccccc2)N2CCN(c3nc4ccccc4s3)CC2)cc1 (stereo unspecified),-11%[57.5 µM]
O=S(=O)(c1ccc(OCC2CO2)cc1)c1ccc(OCC2CO2)cc1 (stereo unspecified),0%
COc1ccc(-n2c(SCC(=O)Nc3cccc4ccccc34)nc(O)cc2=O)cc1,18%[57.5 µM]
Cc1ccc(NC(=O)CSc2nnc(COc3ccccc3C)o2)cc1,-8%
Cc1cccc(N(CC(=O)NC(C)C)C(=O)c2ccc(N3CCCC3)nc2)c1,1%
CC1CCc2nc3ccccc3c(C(=O)OCC(=O)NC3CCS(=O)(=O)C3)c2C1 (stereo unspecified),1%
Cc1ccc(-c2csc3nc(C)n(N)c(=O)c23)cc1,-5%
O=c1c2cn[nH]c2[nH]c(=S)n1-c1cccc2ccccc12,-4%
C=CCNCCOCCOc1ccc(Cl)cc1C(C)(C)C,-13%
O=C(COC(=O)C1CC2C=CC1C2)Nc1cccc(S(=O)(=O)N2CCCCC2)c1 (stereo unspecified),-9%
Cc1ccc(O)c(NC(=O)c2cc(-c3ccc(F)cc3)on2)c1,-25%
NS(=O)(=O)c1ccc(NC(=O)CCCC(=O)O)cc1,2%
O=C(CSc1nnnn1C1CCCCC1)NCc1cccs1,-10%
NC(=O)Cc1ncc(C(F)(F)F)cc1Cl,-8%[57.5 µM]
CC(C)(C)OC(=O)NCCC(=O)N/N=C/c1cccc2cccnc12,-10%[57.5 µM]
CC(Sc1nc(O)c(-c2ccccc2)c(=O)[nH]1)C(=O)Nc1ccc(Cl)cc1 (stereo unspecified),7%
Cc1ccc(-c2nnc(Oc3cccc(C)c3)c3ccccc23)cc1,-13%
COc1cc(Cl)cc2c1Sc1ccccc1/C2=C/CCN(C)C,-2%[57.5 µM]
CCOC(=O)CSc1nnc(-c2ccncc2)o1,0%
O=C(Nc1nnc(C2COc3ccccc3O2)o1)c1ccc(F)cc1 (stereo unspecified),3%
COc1ccc(Cl)cc1C(=O)NNC(=O)CN1C(=O)C2CC=CCC2C1=O (stereo unspecified),11%
CCOC(=O)c1c(CN(CC)CC)oc2ccc(OC)cc12,1%
Cc1cc(C(=O)NNC2CC(=O)N(c3ccc4ccccc4c3)C2=O)c(C)o1 (stereo unspecified),-8%
O=C(COc1ccccc1)N1CCN=C1SCc1cccc(F)c1,2%[57.5 µM]
CC1CC(C)CN(c2ncnc3c2cnn3-c2ccc(Cl)cc2)C1 (stereo unspecified),9%

Next results
Structure,ERK EGF inh
O=c1c2ccccc2nc(/C=C/c2cccnc2)n1Cc1ccccc1,-6%
CCOC(=O)c1c(C)[nH]c(C(=O)OCCOc2ccccc2C)c1C,-10%
CC1=C(C#N)c2nc(N)c(C#N)c(C)c2/C1=C\c1ccc(OCC(=O)O)c(Cl)c1,-7%[57.5 µM]
Cc1ccc(NC(=O)c2ccc(C(C)(C)C)cc2)cc1-n1cnnn1,-15%
C/C=C/C(=O)Nc1cccc(C2=NOC3(C2)C[C@H](C(N)=O)N(C(=O)/C=C/C)C3)c1 (stereo partly specified),-1%[57.5 µM]
COc1ccc(/C=C/c2cc(C(F)(F)F)[nH]c(=O)n2)cc1OC,-9%
CCn1c(NCc2ccccn2)nc2ccccc21,3%
CCn1c(N2CCN(S(=O)(=O)CC)CC2)nc2ccccc21,-3%
CC(C)Cn1c(N)c(C(=O)COC(=O)c2cccc(Cl)c2)c(=O)n(C)c1=O,-9%
COc1ccc(/C=C2\SC(=S)N(CC3CCCO3)C2=O)cc1 (stereo unspecified),10%[57.5 µM]
Cc1ccc(S(=O)(=O)CCC(=O)Nc2ccc3nc(C)sc3c2)cc1,0%
CN(C)S(=O)(=O)c1ccc(C(=O)Nc2nc(-c3cc4ccccc4o3)cs2)cc1,u
COCc1c(C#N)c(NCc2cc(OC)c(OC)c(OC)c2)nc(C)c1[N+](=O)[O-],-9%[57.5 µM]
OC1CCC2Cc3ccccc3N=C12 (stereo unspecified),-8%
CCc1cc(C(=O)N2CCCC(C(=O)c3cccc4ccccc34)C2)n(C)n1 (stereo unspecified),-9%
Cc1ccc2c(c1)C1CN(C)CCC1N2C(=O)COc1ccc(N(C)S(=O)(=O)c2cccs2)cc1 (stereo unspecified),2%[57.5 µM]
Cc1cc(C(=O)Nc2ccc(N3CCCCC3)cc2)no1,3%[57.5 µM]
O=C(CSc1nnnn1-c1ccc(Cl)cc1)NC(=O)Nc1ccc2c(c1)OCCO2,9%
O=C(N/N=C/C1=C(N2CCOCC2)C(=C\c2ccccc2)/CC1)Nc1ccccc1,1%
Cc1cc(O)c(C2=Nc3ccccc3SC(c3ccc(Cl)cc3)C2)c(=O)o1 (stereo unspecified),-8%
O=C(Nc1ccc(Cl)cc1C(=O)NCc1cccnc1)c1ccc(Cl)cc1Cl,-1%
CCOC(=O)c1ccc2c(c1)N(CC(=O)N1CCCCC1)C(=O)C(C)(C)O2,-5%
CCOC(=O)c1c(NC(=O)C2C3CCC(O3)C2C(=O)O)sc2c1CCCC2 (stereo unspecified),-2%
Cc1cccc(C)c1NC(=S)Nc1c(C)n(C)n(-c2ccccc2)c1=O,0%
CCOC(=O)c1sc(SC)nc1N,-10%
COc1ccc(C2C(C(=O)c3ccccc3)=C(C)Nc3nc4ccccc4n32)c(OC)c1 (stereo unspecified),0%
CC(=O)Nc1cc2ccccc2oc1=O,-4%
Cc1cc(=O)[nH]c(N/N=C/c2sccc2C)n1,3%
CCOC(=O)c1cc(-c2ccccc2)nn1CCC#N,-1%
COC(=O)Cn1c2ccc(Cl)cc2c2nc(C)sc21,-8%[57.5 µM]
CCc1nnc(NS(=O)(=O)c2ccc(Nc3ccc4nonc4c3[N+](=O)[O-])cc2)s1,7%
COc1ccccc1CNC(=O)c1ccc(-c2ccccc2C(F)(F)F)o1,-3%
O=Cc1cn(CC(=O)N2CCCCCC2)c2ccccc12,9%[57.5 µM]
COc1cccc(/C=N/n2nnnc2N)c1O,-13%[57.5 µM]
CC(=O)Nc1nc(SCC(=O)Nc2nnc(C)s2)[nH]c(=O)c1NC(=O)c1cccs1,1%
Cc1noc(C)c1-c1nc(N2CCOCC2)c2ccccc2n1,55%
C#Cc1cccc(NC(=O)CSc2nnc(-c3ccc(C(F)(F)F)cn3)o2)c1,1%[57.5 µM]
COc1ccc(CNC(=O)c2ccc(Br)o2)cc1,-8%
COc1ccc(C(F)(F)F)cc1N/C=C/c1nnnn1-c1ccc2ccccc2c1,-6%[57.5 µM]
Cc1cc(C)n(C(=O)c2cccc(S(=O)(=O)N3CCCCC3)c2)n1,3%[57.5 µM]
CC(=O)N1CCc2cc(S(=O)(=O)CCC(=O)N3CCN(c4ccccn4)CC3)ccc21,1%
CCOCCCNC(=O)c1ccccc1OC1CCN(S(C)(=O)=O)CC1,-4%
O=C(Nc1ccccc1F)Nc1cccc2ccc(O)cc12,-2%[57.5 µM]
Cc1nn(Cc2cccc(C(=O)NN)c2)c(C)c1Cl,-1%[57.5 µM]
O=C1CCCC(=O)C1C1c2ccccc2CCN1C(=O)CCl (stereo unspecified),1%[57.5 µM]
CCOC1(/N=C(\C)NS(=O)(=O)c2ccc(Cl)cc2)C(C)=CC(=O)C=C1C,-10%
COCCn1cnc2c(c1=O)c1nc3ccccc3nc1n2/N=C/c1cccc(OC)c1,u
Cc1cc(N2CCCC2)nc2c(C)cccc12,0%
